RSV CPE inhibition = RSV antiviral activity via CPE protection, HEp-2 cells, primary 10 µM value included (AID 2391). HEp-2 cells, RSV-induced CPE inhibition; higher % means a stronger effect. CPE inhibition, % at 10 µM, or IC50 in µM where a hit was titrated. actives 0.13% (n = 310,000); in the data active means a potency from the dose series; inconclusive means CPE inhibition mostly from about 23% at the one dose, without a potency; inactive means the rest, 99 in 100 with CPE inhibition below about 21%; further: strong numbers were not always called active
Large T inhibition = SV40 large T antigen inhibitors, biochemical (AID 1903). SV40 large T antigen ATPase/helicase inhibition assay; higher % means a stronger effect. inhibition, % at 20 µM; hits with a dose series show IC50 in µM. actives 0.39% (n = 310,000); in the data active means a potency from the dose series; inconclusive means inhibition mostly from about 32% at the one dose, without a potency; inactive means the rest, 99 in 100 with inhibition below about 32%; further: strong numbers were not always called active
CSM14.1 death rescue = rescue of cells from ER stress-induced death, primary screen, 384-well, CSM14.1, thapsigargin, ATP luminescence (AID 1222). CSM14.1 thapsigargin-induced death rescue, ATP luminescence; higher % means a stronger effect. cellular ATP content (survival), % at 20 µM, or EC50 in µM where a hit was titrated. 190,000 tested, under 10 active;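 active means EC50 below 50 µM in the dose-response confirmation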;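 further: death triggered by thapsigargin at about 15 µM added after 2 h compound pretreatment; cell ATP read after overnight thapsigargin exposure of roughly 18 to 22 hours; normalized against plate controls of thapsigargin alone and 5% DMSO vehicle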
West Nile antiviral = West Nile virus antiviral activity, cell-based, CPE readout (AID 1621). actives 0.02% (n = 290,000). one-dose CPE inhibition, % at 10 µM; IC50 in µM for titrated hits. West Nile virus-infected cells, CPE inhibition; higher % means a stronger effect; in the data active means a potency from the dose series; inconclusive means CPE inhibition mostly from about 3.7% at the one dose, without a potency; inactive means the rest, 99 in 100 with CPE inhibition below about 2.2%; further: strong numbers were not always called active
WT yeast gro inh = growth inhibition of WT strain, primary screen, mitochondrial fusion inhibitor project, WT and mutant strains, chemical genetic | actives 2.1% (n = 190,000) | AID 1362, 2008 | mitochondrial fusion phenotypic screen | inhibition, % at 10 µM; in the data active means inhibition above about 58%; tested in S. cerevisiae
NS5 inhibitors = Dengue-2 NS5 methyltransferase inhibitors, primary screen, biochemical, confirmation dose response (AID 588689); Dengue-2 NS5 methyltransferase capping enzyme assay, biochemical; higher % means a stronger effect; one-dose inhibition, % at 25 µM; IC50 in µM for titrated hits; Genome polyprotein (Dengue virus type 2 (strain 16681-PDK53)); actives 0.3% (n = 340,000); in the data active means a potency from the dose series; inconclusive means inhibition above about 29% without an active follow-up result
XIAP displacement = XIAP antagonists, biochemical, IAP family, fluorescence polarization (AID 1018). actives 0.007% (n = 200,000). XIAP BIR domain, fluorescence polarization peptide displacement; higher % means a stronger effect. displacement, % at 20 µM, or IC50 in µM where a hit was titrated. E3 ubiquitin-protein ligase XIAP (Homo sapiens); in the data active means displacement above about 50%; further: a part of the inactive calls stands beside numbers as strong as those of hits
K1F lysis inhibition = inhibition of K1F phage lysis, E. coli UTI89, bacterial capsule biogenesis inhibitors, alamar blue (AID 488966) | actives 0.02% (n = 340,000) | E. coli UTI89 K1F phage lysis, alamar blue, 2 h; higher % means a stronger effect | inhibition, % at 100 µM, or IC50 in µM where a hit was titrated;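 active means phage lysis inhibition, versus mean bacterial control, above a set limit; inconclusive means no clear call, values can overlap the other calls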;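 further: capsule biogenesis inhibitors block K1F phage lysis so surviving cells raise fluorescence; higher fluorescence means more inhibition of phage lysis; actives were called in the ten point dose series up to 300 µM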
Yfh1-depleted yeast = enhancers of respiration in Yfh1-depleted yeast, dose response, Friedreich's ataxia, plus single-dose screen (AID 1465); actives 0.074% (n = 220,000); S. cerevisiae Yfh1-off respiration, WST-1 reduction, 72 h; higher fold induction means a stronger effect; one-dose fold induction at 50 µM; EC50 in µM for titrated hits;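 active means fold induction of absorbance versus untreated yeast above a set limit, then at least 30% activation at any dose in follow-up; inconclusive means repeats straddling the limit, or above it without dose testing; inactive means fold induction below the set limit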;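 further: activators that raise dye reduction in frataxin-depleted yeast; strong numbers were not always called active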
WT yeast gro inh mutant strain = further read-out of WT yeast gro inh, marked with its call; inhibition, %; mitochondrial fusion phenotypic screen, mutant strain inhibition
NS5 inhibitors pilot replicate = further read-out of NS5 inhibitors, marked with its call; inhibition, %; measured here: pilot screen replicate inhibition
Starred values were filed as active, the others as inactive; i = inactive; u = inconclusive; x = no result given; [ ] = dose if it differs, or a comment.

SMILES	RSV CPE inhibition	Large T inhibition	CSM14.1 death rescue	West Nile antiviral	WT yeast gro inh	WT yeast gro inh mutant strain	NS5 inhibitors	XIAP displacement	K1F lysis inhibition	Yfh1-depleted yeast	others
COc1cc(C=O)c(Br)cc1OCC(=O)NCCc1ccccc1	1.8%	5%	-1.3%	1.1%	17	9	-5%	-0.1%	0.1%	i
CN(C)CCNC(=O)c1nn(C)c2c1CCc1ccccc1-2	-2.5%	8%	x	-0.5%	x	x	-10%	x	0.1%	x
c1ccc(-c2csc(N3CCOCC3)n2)cc1	1.6%	9%	1.2%	-0.1%	1	6	-6%	-8.1%	0.2%	i
COc1ccc(/C(N)=N/OC(=O)CCc2ccccc2)cc1OC	0.9%	31%	-0.8%	0.5%	-1	-2	-1%	-5.1%	0.0%	i
COC1(OC)N=C(N)C2(C#N)C(c3cccc(Oc4ccccc4)c3)C12C#N (stereo unspecified)	3.2%	19%	-2.0%	1.0%	15	40	10%	-5.8%	-0.8%	i
CSCc1cc(N2CCOCC2)nc(SCc2ccc(Cl)c(Cl)c2)n1	42%	4%	0.6%	-0.6%	62*	15*	-4%	0.7%	-0.2%	i
O=C(NCc1ccc(F)cc1)c1cc2c(s1)CCCC2	8.1%	8%	-4.5%	-0.3%	18	16	-3%	-3.4%	0.2%	i
CC(=O)Nc1ccc(S(=O)(=O)N2CCN(Cc3ccncc3)CC2)cc1	1.6%	13%	x	0.2%	-14	-35	5%	0.7%	0.0%	i
O=C(Nc1cccc(-c2csc(Nc3cccc(C(F)(F)F)c3)n2)c1)c1ccccc1	-3.6%	7%	x	2.4%	x	x	-7%	x	1.4%	i
OCCCn1c(CCCNc2nc(-c3cccc(Br)c3)cs2)nc2cc(Cl)c(N3CCCCC3)cc21	-0.5%	10%	x	-1.1%	x	x	-2%	x	1.0%	x
COc1ccc(/C(CC2OC(=O)c3ccccc32)=N\NC(N)=O)cc1 (stereo unspecified)	1.4%	11%	-0.2%	0.1%	7	5	-1%	-3.9%	0.1%	i
O=c1cc(CO)oc(C(Nc2ccccn2)c2ccccc2F)c1O (stereo unspecified)	1.4%	x	x	0.1%	3	-9	19%	x	-0.3%	i
FC(F)(F)Oc1ccc(-c2cn3cccnc3n2)cc1	-0.4%	5%	x	-0.2%	x	x	5%	x	0.5%	i
O=S(=O)(NCC1CCCO1)c1ccc(S(=O)(=O)N(Cc2ccccn2)C2CC2)cc1 (stereo unspecified)	0.4%	-3%	18%	-0.8%	-23	-10	-3%	-1.6%	4.3%	i
Cc1cccc(C(=O)N(Cc2ccc(C)o2)C2CCS(=O)(=O)C2)c1 (stereo unspecified)	2.0%	7%	x	0.0%	x	x	-3%	x	-0.1%	x
O=C(CN1C(=O)C2CC=CCC2C1=O)OCCN1C(=O)c2ccccc2C1=O (stereo unspecified)	2.5%	11%	-0.2%	-0.4%	-13	5	-8%	2.7%	0.1%	i
N#Cc1ccc(Oc2nc(Nc3ccc(F)cc3)nc(N3CCCC3)n2)cc1	2.3%	5%	-1.5%	-0.5%	-3	7	1%	-5.6%	3.2%	i
CCOC(=O)CN1C(=O)SC(CC(=O)Nc2nccs2)C1=O (stereo unspecified)	1.1%	3%	-1.2%	-0.3%	0	16	-7%	-12%	0.0%	i
COc1ccc(-c2nc(C#N)c(NCc3ccco3)o2)cc1	8.4%	9%	-0.8%	0.4%	-6	10	x	-4.0%	2.4%	i
Cc1c(C(=O)N/N=C/c2cccnc2)nnn1-c1nonc1N	0.5%	6%	x	0.3%	x	x	0%	x	-0.3%	x
O=C(Nc1ccsc1C(=O)O)c1cccc(C(F)(F)F)c1	2.1%	-1%	x	0.5%	x	x	0%	x	0.3%	x
O=C(Oc1cccc(Nc2ncnc3ccccc23)c1)c1ccccc1Cl	17%	4%	-1.1%	2.7%	59*	42*	6%	-3.1%	0.4%	i
Cc1cc(C)nc(SCc2nnc(SCC(=O)Nc3ccc(C)c(C)c3)n2Cc2ccco2)n1	-0.2%	5%	0.3%	-0.3%	-2	-9	-5%	-2.5%	-0.8%	i
O=C(NC(=S)Nc1cccc([N+](=O)[O-])c1)c1ccco1	2.0%	10%	-1.5%	0.0%	-5	-15	-4%	-0.9%	1.9%[50 µM]	i
CSC(=S)N/N=C/c1c[nH]c2ccccc12	0.4%	34%	2.6%	-0.6%	66*	13*	1%	-4.3%	2.2%	i

Overlap with the part before: two entries, followed by the next part.
SMILES	RSV CPE inhibition	Large T inhibition	CSM14.1 death rescue	West Nile antiviral	WT yeast gro inh	WT yeast gro inh mutant strain	NS5 inhibitors	XIAP displacement	K1F lysis inhibition	Yfh1-depleted yeast	others
O=C(NC(=S)Nc1cccc([N+](=O)[O-])c1)c1ccco1	2.0%	10%	-1.5%	0.0%	-5	-15	-4%	-0.9%	1.9%[50 µM]	i
CSC(=S)N/N=C/c1c[nH]c2ccccc12	0.4%	34%	2.6%	-0.6%	66*	13*	1%	-4.3%	2.2%	i
Nc1nc(-c2ccccc2)cc(-c2ccccc2)n1	2.0%	10%	x	2.3%	x	x	2%	x	0.8%	x
CCCn1nc(NS(=O)(=O)c2ccc(F)cc2)c2cc3ccccc3nc21	2.6%	27%	x	-0.4%	x	x	2%	x	-0.3%	x
O=C(CSc1nc2ccccc2c(=O)n1Cc1ccco1)NCCN1C(=O)CSC1=O	0.9%	11%	x	0.6%	x	x	-4%	x	0.9%[50 µM]	i
COc1ccc(S(=O)(=O)N2CCCC2C(=O)n2nc(C)cc2C)cc1 (stereo unspecified)	1.4%	-4%	-5.7%	-0.1%	11	5	-3%	-2.6%	0.2%	i
Cc1ccc(S(=O)(=O)N2CCN(C(=O)C3CCCCC3)CC2)cc1	0.5%	6%	0.0%	2.2%	-1	-2	-2%	-6.9%	3.2%	i
CN1CCN(CC(=O)N2c3ccccc3Sc3ccccc32)CC1	0.3%	10%	x	0.2%	x	x	1%	x	0.1%	x
CCOC(=O)c1cnc(SCc2nc(N)nc(Nc3ccccc3OC)n2)nc1N	0.8%	2%	1.6%	x	17	13	x	-6.3%	x	x
CC1CCCCC1NC(=O)CCN1C(=O)C2C3C=CC(C3)C2C1=O (stereo unspecified)	2.5%	10%	x	0.0%	x	x	-4%	x	0.4%	x
Cc1cc(-c2ccccc2)n2ncnc2n1	3.1%	12%	x	0.2%	x	x	5%	x	0.7%	i
Fc1cccc(Cl)c1CSc1nnc(CNc2ccccc2)o1	u	10%	0.4%	-1.1%	7	21	-2%	-5.7%	0.0%	i
CC(C)COc1ccc(C(=O)NCc2ccco2)cc1	0.6%	9%	6.9%	0.5%	13	5	-7%	-9.3%	0.5%	i
O=C(NC(=S)Nc1c(Cl)ccc2nsnc12)c1ccco1	0.6%	17%	16%	-0.3%	0	-6	20%	-6.4%	-1.2%	i
Clc1ccccc1CN(Cc1ccccc1)c1ncnc2nc[nH]c12	17%	-1%	-1.2%	-0.1%	49	39	-3%	-0.9%	2.1%	i
CCn1nc(C(=O)Nc2ccc3nc(C)sc3c2)c2ccccc2c1=O	5.1%	9%	4.9%	-0.7%	21	13	-4%	-4.7%	2.9%	i
COc1ccccc1Nc1nnc(SCc2cc(=O)n3ccsc3n2)s1	12%	5%	x	0.2%	x	x	4%	-4.8%	0.1%	i
CCOC(=O)c1c(NC(=O)/C=C/C(=O)O)sc(C)c1-c1ccc(C(C)(C)C)cc1	-4.4%	21µM*	0.2%	2.2%	55	-5	26µM*	-9.7%	-0.6%	i
S=c1[nH]nc(C2CCCCC2)n1/N=C/c1cccs1	1.1%	6%	-0.2%	x	23	35	-17%	-4.7%	-0.5%	x	NS5 inhibitors pilot replicate=-5.9
COc1ccc(OC)c(C2=NS(=O)(=O)N(C)C(C(=O)NCc3cccs3)=C2)c1	2.2%	-1%	x	1.1%	x	x	-3%	x	0.3%	x
Nc1ccc(NC(=O)c2ccc(C(=O)Nc3ccc(N)cc3)cc2)cc1	1.5%	10%	x	-1.1%	x	x	-8%	x	0.1%	i
CC1(C)NC(=O)N(CC(O)COc2cccc(F)c2)C1=O (stereo unspecified)	0.1%	14%	x	0.4%	12	1	-6%	-2.3%	-0.3%	i
O=C(COC(=O)c1cc([N+](=O)[O-])ccc1NCCO)NCc1cccs1	1.3%	22%	0.0%	-0.7%	-34	-14	-6%	4.5%	-0.1%	i
COC(=O)CN(c1cc(OC)ccc1OC)S(=O)(=O)c1ccc(OC)c(OC)c1	2.9%	19%	-2.0%	x	4	12	-2%	-1.4%	0.7%	x
CCOC(=O)c1ccc(N(C(=O)c2ccco2)C(C(=O)NC2CCCC2)c2ccncc2)cc1 (stereo unspecified)	0.1%	4%	x	-0.4%	x	x	-9%	x	0.0%	x
COc1cccc2sc(N(CCN(C)C)C(=O)c3ccc4c(c3)CCCC4)nc12	1.6%	7%	x	-0.4%	x	x	5%	x	2.2%[50 µM]	x
CCOc1cc(C(=O)OCC(=O)c2cc(C)n(CC3CCCO3)c2C)ccc1OCC(=O)N1CCOCC1 (stereo unspecified)	0.8%	5%	2.2%	-0.4%	-17	-11	-10%	-0.6%	-0.4%	i
(listing goes on)
SMILES	RSV CPE inhibition	Large T inhibition	CSM14.1 death rescue	West Nile antiviral	WT yeast gro inh	WT yeast gro inh mutant strain	NS5 inhibitors	XIAP displacement	K1F lysis inhibition	Yfh1-depleted yeast	others
CCc1nnc(NC(=O)C2CSC3(C)CCC(=O)N23)s1 (stereo unspecified)	-0.1%	7%	x	x	x	x	-4%	x	1.3%[50 µM]	x
CC(=O)Nc1ccc(S(=O)(=O)N2CCC(c3nc4c(nnn4Cc4ccccc4Cl)c(=O)[nH]3)CC2)cc1	15%	15%	x	0.2%	x	x	-3%	x	0.2%	x
Cc1ccccc1NC(=O)CC(C)S(=O)(=O)c1ccc2c(c1)NC(=O)CO2 (stereo unspecified)	-1.9%	8%	x	-0.1%	x	x	4%	x	0.9%	x
COc1ccc(N=c2oc3c(OC)cccc3cc2C(=O)NCc2ccco2)cc1OC	3.2%	15%	-0.6%	u	-37	-22	24%	-3.5%	0.4%	i	NS5 inhibitors pilot replicate=2.3
O=C(c1cccnc1)C1CCCN(Cc2nc(Cc3ccccc3)no2)C1 (stereo unspecified)	0.9%	0%	-1.2%	-0.7%	6	1	0%	-9.4%	0.1%	i
O=C(Cn1nc(-c2ccc(Cl)cc2)ccc1=O)NCC1COCCO1 (stereo unspecified)	1.2%	1%	x	-0.7%	x	x	-4%	x	0.2%	x
C/C(=C\c1ccccc1)C(=O)NCCCn1ccnc1	1.2%	7%	2.8%	-0.2%	-2	-2	-9%	-2.3%	0.2%	i
O=C(Nc1ccn(Cc2ccccc2F)n1)c1ccc(COc2ccc(Br)cc2)cc1	1.9%	11%	-0.8%	u	1	5	-3%	-3.2%	0.7%	i

Screening data (PubChem BioAssay)

Rows were taken by chance. Share with any hit: about 2.2%.
